Bioassay records as filed in PubChem BioAssay.
USP2a block – blocks human ubiquitin-specific protease USP2a; O75604; USP2 core, Ub-CHOP2 coupled fluorogenic reporter, 485/531; Potency, µM (highest dose often 38.3 µM), for the others: at the highest dose activity change, negative = inhibition, hits mostly inhibitors; actives 0.01% (n = 330,000);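 also: potency is read from the fitted curve at half-maximal effect; plate controls were DMSO wells for no effect and full inhibition by NEM control for full effect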
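USP2 core (10nM final) preincubated 30min RT with compound in 20mM Tris-HCl pH 8.0, 2mM CaCl2, 2mM beta-mercaptoethanol, 0.05% CHAPS; 25nM Ub-CHOP2 plus 25nM reporter substrate added, fluorescence (Ex485/Em531) read after 60min.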
KCNH2 3.1 inh – inhibitors of human KCNH2 3.1 potassium channel isoform. activity change, % (tested at about 1.8 µM). U2OS KCNH2 3.1, thallium flux FluxOr; active compounds read low. AID 720553. actives 0.95% (n = 340,000);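 active = maximum activity change below -70%; inconclusive = maximum activity change from -70% to -50%; inactive = maximum activity change above -50%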;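 also: thallium influx rate constant from kinetic fluorescence after stimulation buffer; % is scaled to controls: 0 for no effect and ±100 for the full control effect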
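Channel expression came from 3.1 mutant virus (1.77 x 10^8 /mL) applied to suspended U2OS cells for 4 h. Flux was tracked with FluxOr dye plus Red40 quencher, and kinetic rate constants normalized to controls.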
A-T KAP1 phos – potential ataxia-telangiectasia treatments restoring KAP-1 phosphorylation. […] A-T fibroblasts, KAP-1 phosphorylation AlphaLISA; neocarzinostatin DNA damage 30 min before lysis. actives 0.19% (n = 320,000). AID 485349. Potency, µM (top dose mostly 57.5 µM), inactives show at the top dose activation, actives largely listed as activators; also: potency is read from the fitted curve at half-maximal effect; % of control where 0% means no effect; nearly all actives have a fitted effect of over 45% in size
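ATM-like activity read as KAP-1 phosphorylation via AlphaLISA donor/acceptor antibody pairs after lysis and 6 hr at 25C. Cells were ATM-null patient fibroblasts ([…], hTERT), dosed 60 min, then exposed to the DSB inducer NCS for 30 min.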
TSHR antagonist – blocks TSH signaling through the human TSH receptor | AID 504810 | TSHR-expressing cells, TSH-stimulated cAMP HTRF, 2 h; active compounds read low | activity change, negative = inhibition, % at 11.5 µM | actives 0.2% (n = 330,000);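 active = activity change below a set negative limit, meaning inhibition stronger than a set level, cut at about -70% in these data; inconclusive = activity change between two set negative limits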; also: % is scaled to controls: 0 for no effect and ±100 for the full control effect
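TSHR-expressing cells were treated with compounds, then stimulated with TSH at EC80 (4nM final) for 2 hours at 37 deg C. Cellular cAMP was measured by HTRF competition between lysate cAMP and cAMP-d2 for a cryptate-labelled anti-cAMP antibody.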
hERG WT inh – KCNH2 (human, wildtype) channel inhibition; U2OS, BacMam KCNH2, thallium flux FluxOr; active compounds read low; activity change, % at 1.84 µM; actives 0.37% (n = 340,000);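 active = maximum activity change below -70%; inconclusive = maximum activity change between -70% and -50%; inactive = maximum activity change above -50%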; also: % is scaled to controls: 0 for no effect and ±100 for the full control effect
Target sequence (Q12809 whole entry, looked up): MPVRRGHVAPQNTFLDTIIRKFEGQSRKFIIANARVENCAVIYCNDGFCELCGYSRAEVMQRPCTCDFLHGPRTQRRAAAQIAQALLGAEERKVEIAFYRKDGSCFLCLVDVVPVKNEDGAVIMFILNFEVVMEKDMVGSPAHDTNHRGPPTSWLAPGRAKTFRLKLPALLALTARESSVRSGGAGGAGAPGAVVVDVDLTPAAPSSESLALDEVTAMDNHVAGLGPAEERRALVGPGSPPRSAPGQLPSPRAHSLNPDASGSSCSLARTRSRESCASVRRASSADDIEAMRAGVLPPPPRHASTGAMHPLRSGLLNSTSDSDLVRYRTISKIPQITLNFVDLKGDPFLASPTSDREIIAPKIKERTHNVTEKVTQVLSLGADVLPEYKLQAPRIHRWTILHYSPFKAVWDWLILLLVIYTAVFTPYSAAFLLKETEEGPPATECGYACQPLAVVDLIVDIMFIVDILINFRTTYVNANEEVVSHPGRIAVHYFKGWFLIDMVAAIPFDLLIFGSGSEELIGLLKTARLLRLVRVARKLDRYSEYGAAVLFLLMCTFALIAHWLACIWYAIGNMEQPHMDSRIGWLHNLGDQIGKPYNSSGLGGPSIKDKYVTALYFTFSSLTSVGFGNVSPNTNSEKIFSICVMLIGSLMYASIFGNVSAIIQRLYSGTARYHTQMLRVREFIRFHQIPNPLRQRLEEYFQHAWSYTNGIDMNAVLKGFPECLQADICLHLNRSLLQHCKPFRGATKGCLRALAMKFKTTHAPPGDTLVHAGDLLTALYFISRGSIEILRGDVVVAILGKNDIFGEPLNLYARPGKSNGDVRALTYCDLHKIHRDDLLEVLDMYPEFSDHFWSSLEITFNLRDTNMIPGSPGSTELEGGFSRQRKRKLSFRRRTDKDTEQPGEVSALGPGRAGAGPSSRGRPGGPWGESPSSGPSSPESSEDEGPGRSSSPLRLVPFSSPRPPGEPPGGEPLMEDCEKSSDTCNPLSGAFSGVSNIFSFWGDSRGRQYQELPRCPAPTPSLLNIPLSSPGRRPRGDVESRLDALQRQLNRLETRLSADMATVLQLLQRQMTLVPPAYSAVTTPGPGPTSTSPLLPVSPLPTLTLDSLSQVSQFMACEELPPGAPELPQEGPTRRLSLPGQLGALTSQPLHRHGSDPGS
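U2OS cells transduced with wild-type KCNH2 virus are loaded with FluxOr dye for 45 min, and thallium flux is measured in kinetic reads before and after stimulation buffer. Rate constants are normalized to DMSO controls.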
TRPV1 ag – human TRPV1 agonism. TRPV1-expressing cells, Fluo-8 calcium influx, agonist mode. actives 0.19% (n = 320,000). activation, % at 8.33 µM. Q8NER1; in the data active = activation above about 80%; inconclusive = between about 30% and that limit; also: 0% is about no effect
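Fluo-8 calcium influx in TRPV1-expressing cells, kinetic read (ex 480/em 520 nm). Compound added and read 3 min for agonist activity, followed by capsaicin at EC20 final and 2 min further read for enhancement.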
Eya2 inh – blocks the phosphatase activity of human Eya2; O00167; recombinant Eya2, OMFP fluorescence dephosphorylation (OMFP is methylfluorescein phosphate); Potency, µM (series often up to 76.9 µM), for the others: at the top dose activity, negative = inhibition, usual class: inhibitors; actives 0.006% (n = 330,000); also: potency is read from the fitted curve at half-maximal effect; % is scaled to controls: 0 for no effect and ±100 for the full control effect
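Eya2 (0.2 uM) preincubated 10 min at ambient with compound, then OMFP substrate added at 50 uM; 10 min reaction in 50 mM HEPES pH 7.5, 50 mM NaCl, 5 uM MgCl2, 0.05% BSA, 1 mM DTT. Fluorescence read at Ex 485/Em 525 nm.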
ELG1 DNA repair – blocks ELG1-dependent DNA repair in HEK293T cells | HEK293T ELG1-luciferase reporter, luminescence, 16 h; DNA damage induced by 5-fluorouridine | Potency, µM (doses to about 46.1 µM), inactives show at the top dose activity change, negative = inhibition, usual class: inhibitors | actives 2.3% (n = 330,000) | AID 504467; also: potency is read from the fitted curve at half-maximal effect; % is scaled to controls: 0 for no effect and ±100 for the full control effect; nearly all actives have a fitted effect of over 55% in size
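HEK293T cells expressing luciferase-tagged ELG1 (2,000/well) received 5-Fluorouridine plus compound or DMSO for 16 hr at 37 °C. Luciferase was read by ONE-Glo luminescence after 30 min at room temperature.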
Mito fusion yeast – blocks mitochondrial division or promotes mitochondrial fusion; AID 485298; S. cerevisiae fusion-defective mutant growth rescue, CellTiterGlo 48 h; actives 0.23% (n = 320,000); Potency, µM (highest dose often 46.1 µM), inactives show top-dose growth rescue (activation), most hits filed as activators;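 also: potency is read from the fitted curve at half-maximal effect; % of control where 0% means no effect; nearly all actives have a fitted effect of over 45% in size; temperature-sensitive fusion mutants such as fzo1-1 at 37 °C on non-fermentable ethanol glycerol medium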
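Temperature-sensitive fusion-defective S. cerevisiae (e.g. fzo1-1, mgm1-5) were grown with compound in YPEG medium (3% ethanol, 3% glycerol) for 48 hours at 37C. Growth rescue was measured as viability by CellTiterGlo luminescence after 10 minutes at ambient.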
TCR activator – activates T cell receptor signaling | Potency, µM (doses to about 9.22 µM), without a hit: at the top dose activation of IL-2 secretion, actives largely listed as activators | primary human leukocytes, anti-CD3, IL-2 HTRF, 48 h | 330,000 tested, under 10 active; also: % of control where 0% means no effect
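Readout: HTRF IL-2, Eu-cryptate/d2 antibody pair, 320nm excitation, 665nm emission. Stimulus: a-CD3 beads, no co-stimulation. Cells: primary human leukocytes. Exposure: 48 hr with compound.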
Numbers without * were called inactive; u = inconclusive; x = no result given; [ ] = remark or other dose. Unless noted, calls follow the shape of the dose curve; as a rule, active = well fitted curve in the direction sought with a large enough effect; inconclusive = small, poorly fitted or top-dose-only effect, or another doubt; inactive = no such curve, though single readings can be large; an effect the other way counts as inactive or inconclusive.

SMILES	USP2a block	KCNH2 3.1 inh	A-T KAP1 phos	TSHR antagonist	hERG WT inh	TRPV1 ag	Eya2 inh	ELG1 DNA repair	Mito fusion yeast	TCR activator
COc1cccc(NC(=O)c2ccc3c(c2)N(CC(=O)N2CCCCC2)C(=O)C(C)(C)O3)c1	-1.0%	3.5	5.7%	-6.1	-10.5	u	-11.1%	u	-1.0%	-0.8%
CCOC(=O)C1(Cc2ccccc2C(F)(F)F)CCN(CC(O)CO)CC1 (configuration not stated)	0.1%	5.6	1.6%	-0.5	0.6	7.7	9.5%	8.7%	-5.5%	-2.5%
Cc1ccc(-c2cnc(NC(=O)c3cccc(Br)c3)s2)c(C)c1	0.1%	0.4	5.0%	-11.3	-16.1	3.1	-11.2%	-16.0%	-4.0%	-2.3%
OC(CN1CCCC(C(F)(F)F)C1)c1ccccc1 (configuration not stated)	3.5%	-3.8	-0.8%	3.0	-10.6	-1.3	2.9%	13.8%	4.6%	2.5%
CCN(CC)S(=O)(=O)c1cccc(C(=O)NCCCn2ccnc2)c1	1.8%	-4.1	30.8%	8.1	0.8	-0.1	6.3%	u	2.7%	1.3%
CCC(C)(C)NC(=O)C(c1ccccc1Cl)N(C(=O)CCC(=O)Nc1cc(C)on1)C(C)(C)C (configuration not stated)	-0.9%	-0.9	-1.5%	7.6	6.8	12.1	-12.8%	-21.8%	-0.7%	-2.7%
COc1cc(NC(=O)C(C)Oc2ccccc2)c(OC)cc1NC(=O)c1ccccc1 (configuration not stated)	0.2%	-9.8	-1.1%	-2.6	5.0	u	-5.2%	14.6µM*	-3.1%	3.4%
Cc1ccc(S(=O)(=O)N2CCN(C(=O)C3CCCO3)CC2)cc1C (configuration not stated)	1.4%	11.4	8.6%	6.2	1.0	-7.1	3.3%	18.8%	-1.2%	1.3%
Cc1ccc(S(=O)(=O)NC(CC(=O)O)c2ccc(F)cc2)cc1 (configuration not stated)	-3.9%	-0.1	-28.3%	3.0	3.4	-12.7	-4.1%	-0.6%	0.4%	1.7%
CN(C)S(=O)(=O)c1ccc2c(c1)nc(CCC(=O)NCc1ccc(Cl)cc1)n2C	0.1%	-30.0	2.9%	-0.4	11.6	2.0	-29.3%	-7.3%	0.1%	5.9%
Cc1cc(C(=O)OCC(=O)c2cccs2)ccc1[N+](=O)[O-]	1.2%	22.9	4.8%	1.2	0.8	11.8	-36.6%	5.4%	4.4%	1.4%
CCOc1c(Cl)cc(/C=N/NC(N)=S)cc1OC	3.2%	9.1	-1.7%	3.4	-4.0	-1.8	-3.8%	1.1%	0.1%	1.8%[46.1 µM]
CCCCn1nnc(NC(=S)NC(=O)c2cccs2)n1	4.8%	7.9	4.0%	-5.8	-1.9	3.3	-4.4%	u	1.9%	1.8%[46.1 µM]
Cn1c(=O)n(C)c2cc([N+](=O)[O-])c(N3CCN(C(=O)c4ccc(F)cc4)CC3)cc21	-2.3%	32.7	-2.2%	-8.1	x	-0.7	-6.2%	u	-4.9%	-0.4%
CC(=O)Oc1cccc(NC(=O)c2cccc(C(=O)Nc3cccc(OC(C)=O)c3)c2)c1	-0.4%	-18.2	-0.6%	-17.3	-21.8	0.6	-7.1%	12.0%	0.3%	9.8%
CCOCC(=O)Nc1nnc(COC)s1	-1.5%	3.7	12.8%	16.2	-15.7	3.8	-16.7%	5.0%	1.2%	1.9%
CNc1c([N+](=O)[O-])cnn1-c1ccccc1F	0.3%	36.9	-0.3%	2.8	-3.2	-0.4	-0.7%	u	10.9%	3.7%
Cc1cc2oc(C(=O)Nc3ccc(S(=O)(=O)Nc4ncccn4)cc3)cc(=O)c2cc1Cl	0.5%	10.5	8.1%	-22.5	4.5	1.2	-3.1%	-8.1%	9.0%	-10.5%
CCOc1cccc(=O)c2c(C)n(CC3CCCO3)c(C)c12 (configuration not stated)	1.1%	-20.4	3.5%	-5.9	-10.3	2.4	11.4%	-8.1%	1.1%	-2.2%
O=C(C1CCCN(Cc2ccccc2F)C1)N1CCCCC1 (configuration not stated)	2.1%	0.4	3.3%	-6.0	3.1	8.6	3.6%	-4.5%	8.9%	-2.2%
CC(CC(C)C(=O)Nc1ccccc1C(C)(C)C)C(=O)O (configuration not stated)	0.0%	-0.8	x	-0.8	0.4	0.1	0.6%	15.7%	-2.4%	4.2%[46.1 µM]
O=C(NCCN1CCOCC1)C(=O)NCC1OCCN1S(=O)(=O)c1ccccc1 (configuration not stated)	-0.4%	3.6	2.6%	-28.9	3.5	u	-10.1%	-7.1%	8.2%	-0.6%
CCCCCNC(=O)c1cc(S(=O)(=O)N2CCCC2)ccc1F	-0.2%	14.6	-4.3%	-0.5	21.2	u	-10.4%	4.3%	2.9%	0.1%
Cc1cc(/C=N/n2cnnc2)c(C)n1-c1ccc2c(c1)OCO2	-0.4%	0.2	-1.0%	3.7	-0.9	5.9	-6.8%	-16.0%	-2.5%	-5.5%
CC(C)Oc1cccc(C(=O)C2CCCN(C(=O)c3noc4c3CCCC4)C2)c1 (configuration not stated)	-0.9%	-6.4	0.4%	-5.9	5.8	u	-1.8%	u	8.4%	x

2 compounds picked at random from the list so far, as already listed:
SMILES	USP2a block	KCNH2 3.1 inh	A-T KAP1 phos	TSHR antagonist	hERG WT inh	TRPV1 ag	Eya2 inh	ELG1 DNA repair	Mito fusion yeast	TCR activator
CN(C)S(=O)(=O)c1ccc2c(c1)nc(CCC(=O)NCc1ccc(Cl)cc1)n2C	0.1%	-30.0	2.9%	-0.4	11.6	2.0	-29.3%	-7.3%	0.1%	5.9%
Cc1ccc(S(=O)(=O)NC(CC(=O)O)c2ccc(F)cc2)cc1 (configuration not stated)	-3.9%	-0.1	-28.3%	3.0	3.4	-12.7	-4.1%	-0.6%	0.4%	1.7%

Further entries:
SMILES	USP2a block	KCNH2 3.1 inh	A-T KAP1 phos	TSHR antagonist	hERG WT inh	TRPV1 ag	Eya2 inh	ELG1 DNA repair	Mito fusion yeast	TCR activator
CCC(C)(C)n1nnnc1C(c1ccc(O)c(OC)c1)N1CCc2ccccc2C1 (configuration not stated)	1.4%	13.2	5.5%	0.9	13.1	9.1	u	-2.9%	-0.4%	-2.4%
CC(C)NC(=O)c1ccc(-n2c(=S)[nH]c3ccccc3c2=O)cc1	-0.7%	x	-0.1%	-2.2	x	2.0	-3.6%	-1.8%	-1.0%	x
O=C(O)c1ccccc1	4.0%	4.4	10.0%	-4.9	-3.5	x	0.9%	1.1%	x	-4.2%
Cc1ccc(-c2cc(C(=O)NCCCN3CCOCC3)c3ccc(Cl)c(C)c3n2)cc1	0.9%	-13.4	3.2%	26.9	8.1	u	-4.5%	-6.9%	-27.5%	-4.1%
COCCC(=O)N1CCC(Oc2ccc(C(=O)NCc3ccon3)cc2)CC1	-2.0%	-1.9	14.3%	17.7	-9.4	0.7	-19.3%	-4.1%	-2.8%	0.4%
C=CCNC(=S)NNC(=O)Cn1c(-c2ccccc2)cc(=O)n2ncnc12	-1.9%	1.1	-1.8%	0.0	-4.2	-4.4	-26.1%	4.3%	2.1%	-5.3%
COc1ccc(OC)c(C(=O)CSc2nnc(-c3cccnc3)n2C)c1	x	9.0	x	x	0.2	-0.4	x	x	-2.3%	-1.6%
COc1ccc(NC(=O)C2CCN(c3nnnn3-c3ccccc3)CC2)cc1	0.6%	18.2	-2.5%	-10.3	1.3	1.5	-4.6%	1.8%	-0.8%	5.3%
COc1ccc(-c2n[nH]c(=S)n2N)c(OC)c1	9.0%	37.3	-6.5%	1.7	x	3.0	0.8%	-13.9%	0.6%	-13.3%
Cn1cccc1Cc1nnc(SCC(=O)N2CCCc3ccccc32)n1-c1ccc(F)cc1	2.7%	-1.3	-1.2%	6.3	2.6	5.1	-0.6%	-10.6%	-0.9%	-5.3%[46.1 µM]
Cc1cn(-c2ccc(Br)cc2)[nH]c1=O	0.7%	7.6	-2.6%	-3.9	-6.7	-6.5	-2.2%	u	-0.6%	-3.9%
COc1ccc(C(=O)COC(=O)c2ccccc2O)c(OC)c1	u	4.6	30.0%	-31.2	-3.5	-0.4	0.0%	u	18.3%	1.4%
Cn1c(CN2CCCC2)nc2cc(NC(=O)COc3ccccc3)ccc21	-1.0%	-26.3	-0.8%	-1.8	8.3	1.0	6.1%	10.8%	1.2%	-8.4%
CCOC(=O)C1CSc2[nH]c(=O)sc2C1c1ccccc1 (configuration not stated)	-3.2%	-8.6	5.3%	-12.9	6.5	1.0	7.0%	1.2%	2.4%	-49.7%

2 compounds from above, showing only TCR activator:
canonical_smiles	TCR activator
Cn1cccc1Cc1nnc(SCC(=O)N2CCCc3ccccc32)n1-c1ccc(F)cc1	-5.3%[46.1 µM]
CCOC(=O)C1CSc2[nH]c(=O)sc2C1c1ccccc1 (configuration not stated)	-49.7%

A portion of the library, so the mix of outcomes need not match the whole.
